High-throughput results as filed in PubChem.
LMP1 NFkB inh: EBV LMP1-driven NF-kappaB luciferase reporter inhibitors, primary screen, cell-based, luminescence, single point | LMP1-induced NF-kappaB luciferase reporter cells | inhibition, % at 12.5 µM | actives 0.69% (n = 350,000) | AID 504558, 2011; in the data active means inhibition above about 41%;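 further: 0% = neutral control wells and 100% = reference inhibitor control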
C8 TRAIL sens: viability loss with TRAIL in NB7+C8 cells, primary screen, TRAIL sensitizer project, cell-based, ATPlite luminescence; actives 1% (n = 360,000); inhibition (viability loss, TRAIL sensitization), % at 10 µM;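 active means compounds causing at least 50% loss of cell viability in the single-dose screen, relative to plate controls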
TROY NFkB inh: inhibitors of TROY-driven NF-kB signaling, primary screen, Q293 LMP1-TROYcd cells, NF-kB luciferase, uHTS | Q293 LMP1-TROYcd NF-kB luciferase reporter, 4 h | inhibition, % at 10 µM | actives 0.98% (n = 360,000);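 active means compounds whose plate-normalised and pattern-corrected inhibition of the luciferase reporter signal at the single screening dose is 50% or more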
CF NFkB inh: inhibitors of PAF-induced NF-kB signaling, primary screen, cell-based, GFP fluorescence, uHTS; KKLEB NF-kB-GFP reporter, GFP fluorescence overnight; actives 0.86% (n = 360,000); inhibition, % at 5 µM;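 active means at least 50% inhibition at 5 µM, scaled per plate between neutral and stimulator controls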;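 further: PAF is a Pseudomonas aeruginosa culture filtrate used as stimulus; plate controls were PAF-stimulated DMSO wells for no effect and unstimulated DMSO wells for full effect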
KKLEB tox: cytotoxicity in KKLEB CF airway cells, primary screen, cytotoxicity control for CF NF-kB inhibitor project, cell-based, uHTS, fluorescence assay plates; KKLEB CF airway cells viability, ATPlite luminescence, overnight; active compounds read low; cells stimulated with P. aeruginosa culture filtrate; activity change (cytotoxicity), % at 5 µM; actives 0.36% (n = 360,000); AID 602141, 2011;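 active means corrected activity change at or below -50% at 5 µM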
SRC3 inh: SRC3 coactivator transcriptional activity inhibitors, primary screen, cell-based, luminescence. Nuclear receptor coactivator 3 (Homo sapiens), Q9Y6Q9. HEK293 GAL4-SRC3 luciferase reporter. inhibition, % at 3.6 µM. actives 0.17% (n = 360,000). AID 588352, 2011;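 active means inhibition above a per-campaign cutoff, the mean of all compounds plus 3 SD, cut at about 60% in these data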;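 further: 0% = DMSO-treated cells and 100% = gossypol-treated cells at 36 µM; higher means less SRC3-driven luciferase light from the GAL4 reporter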
NCOA1 inh: SRC1 coactivator transcriptional activity inhibitors, primary screen, cell-based, luminescence | AID 588354, 2011 | inhibition, % at 3.6 µM | actives 0.12% (n = 360,000) | Nuclear receptor coactivator 1 (Homo sapiens), Q15788 | HEK293 GAL4-SRC1 luciferase reporter;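 active means inhibition above the campaign mean plus 3 SD, with each screening campaign given its own cutoff, cut at about 60% in these data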;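 further: 0% = DMSO treated cells and 100% = gossypol at 36 µM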
COUP-TFII inh: NR2F2 transcriptional activity inhibitors, primary screen, cell-based, luciferase reporter, HEK293T, luminescence; inhibition, % at 8.6 µM; AID 686940, 2013; HEK293T NGFI-A luciferase reporter; actives 0.7% (n = 370,000); COUP transcription factor 2 (Homo sapiens), P24468;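 active means inhibition above a per-plate cutoff, mean inhibition of test wells between control levels plus 3 SD, cut at about 38% in these data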;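 further: cells cotransfected with COUP-TFII expression vector driving the NGFI-A reporter; 0% = median of COUP-TF2 test wells and 100% = reporter-only cells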
Target sequence (P24468 whole entry, looked up): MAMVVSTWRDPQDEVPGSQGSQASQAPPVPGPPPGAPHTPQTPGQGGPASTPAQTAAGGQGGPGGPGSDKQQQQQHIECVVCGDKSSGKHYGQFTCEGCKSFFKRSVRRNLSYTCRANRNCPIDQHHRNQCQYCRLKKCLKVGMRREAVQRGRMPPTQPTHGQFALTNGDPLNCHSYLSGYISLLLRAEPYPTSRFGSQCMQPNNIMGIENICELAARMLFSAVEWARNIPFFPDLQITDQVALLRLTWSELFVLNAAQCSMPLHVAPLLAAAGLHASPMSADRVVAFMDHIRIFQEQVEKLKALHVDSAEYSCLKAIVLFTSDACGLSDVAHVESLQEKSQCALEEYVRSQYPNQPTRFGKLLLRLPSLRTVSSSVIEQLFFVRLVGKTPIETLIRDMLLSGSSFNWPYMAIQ
Shn3 inh set2: reduction of Shn3 3'UTR firefly luciferase signal, primary screen, Schnurri-3 inhibitor project, cell-based, Clone20 osteoblasts, set 2. actives 0.52% (n = 360,000). inhibition, % at 12.5 µM. AID 588674, 2011. Clone20 osteoblast Shn3 3'UTR firefly luciferase, 24 h;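 active means mean inhibition of at least 75% with every replicate also reaching 75%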;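 further: 0% = median of neutral control wells and 100% = pilot-screen positive control compound; some compounds past the cut are filed as inactive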
TWEAK-Fn14 inh: inhibitors of TWEAK-Fn14 signaling, primary screen, luciferase reporter cells, uHTS; AID 1159606, 2016; TWEAK-stimulated Fn14 reporter cells, luciferase luminescence, 8 h; actives 2% (n = 360,000); inhibition, % at 10 µM; in the data active means inhibition above about 50%
NR5A2 inv ag: LRH-1 (NR5A2) inverse agonists, primary screen, cell-based, luminescence, HEK293T, StAR-luciferase reporter | actives 0.13% (n = 360,000) | AID 602396, 2012 | inhibition, % at 3.6 µM | LRH-1 transfected, 24 h | Nuclear receptor subfamily 5 group A member 2 (Homo sapiens), O00482;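 active means inhibition above the mean inhibition of all tested compounds plus 3 SD, cut at about 73% in these data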;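 further: 0% = DMSO wells and 100% = reporter-only cells lacking LRH-1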
Target sequence (O00482 whole entry, looked up): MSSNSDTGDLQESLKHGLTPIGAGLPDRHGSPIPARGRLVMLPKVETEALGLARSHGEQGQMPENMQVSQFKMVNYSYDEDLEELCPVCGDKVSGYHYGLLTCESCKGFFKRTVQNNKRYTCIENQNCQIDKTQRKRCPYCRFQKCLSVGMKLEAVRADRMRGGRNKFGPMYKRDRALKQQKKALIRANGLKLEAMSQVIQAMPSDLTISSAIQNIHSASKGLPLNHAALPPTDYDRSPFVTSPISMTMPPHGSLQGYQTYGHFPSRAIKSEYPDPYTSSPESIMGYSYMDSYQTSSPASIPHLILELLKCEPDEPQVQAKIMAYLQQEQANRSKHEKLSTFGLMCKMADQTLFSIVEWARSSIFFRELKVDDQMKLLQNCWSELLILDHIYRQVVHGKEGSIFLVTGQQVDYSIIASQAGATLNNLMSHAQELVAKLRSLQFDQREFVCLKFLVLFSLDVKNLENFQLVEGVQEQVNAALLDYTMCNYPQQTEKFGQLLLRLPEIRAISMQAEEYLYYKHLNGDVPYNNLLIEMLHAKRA
* hit, by the source's call; x = not tested or not shown; & = joins results of further samples. Not all compounds are listed. The share of hits here may be higher or lower than overall.

The line under a structure holds: TWEAK-Fn14 inh | NCOA1 inh | C8 TRAIL sens | NR5A2 inv ag | CF NFkB inh | TROY NFkB inh | KKLEB tox | Shn3 inh set2 | COUP-TFII inh | SRC3 inh | LMP1 NFkB inh
1. O=C(c1ccco1)N1CCN(C2CC(=O)N(c3ccc(F)c(Cl)c3)C2=O)CC1 (stereo unspecified)
 : -17 | 0 | -12 | 13 | -8 | -8 | 12 | 7 | -9 | 2 | 13
2. CS(=O)(=O)N1CCN(CC(=O)NC2CCCC2)CC1
 : -3 | 9 | -5 | 17 | -6 | -15 | 13 | 4 | -6 | 18 | 4
3. CC1CCN(C(=O)CN2C(=O)c3ccccc3S2(=O)=O)CC1
 : 50 | -48 | 3 | -36 | 4 | 47 | 6 | 4 | -25 | -29 | 5
4. COCCNC(=O)C1(C)CCCN(Cc2sc(C)nc2C)C1 (stereo unspecified)
 : 8 | -49 | -5 | 14 | 10 | 7 | -1 | -4 | -5 | -18 | x
5. COc1cc(C2C(C(=O)c3ccco3)=C(O)C(=O)N2Cc2ccccc2)ccc1O (stereo unspecified)
 : 16 | -12 | -2 | 2 | -1 | -11 | 0 | -4 | 7 | -15 | -2
6. N#CCCNc1ccc(OCCC#N)cc1
 : -1 | 9 | -7 | 23 | -2 | 7 | -3 | -2 | 9 | -3 | 3
7. CCOC(=O)C1CCCN(C(=O)c2ccc(OC)c(OC)c2)CC1 (stereo unspecified)
 : -8 | 5 | -17 | 2 | 11 | -1 | -2 | -2 | 4 | -8 | x
8. Cc1nn2c(-c3ccc(S(=O)(=O)N4CCN(CCO)CC4)o3)nnc2c2ccccc12
 : -12 | -32 | -16 | -3 | -54 | -10 | 8 | -19 | -10 | -17 | -11
9. CC(c1ccc(F)cc1)n1cc(C(=O)NCc2ccccn2)nn1 (stereo unspecified)
 : 10 | 7 | -9 | -1 | -3 | 11 | 9 | 40 | 0 | 3 | 9
10. COc1ccc(CNC(=O)CN(Cc2ccco2)C(=O)CNS(=O)(=O)c2ccccc2)cc1
 : 26 | 6 | -1 | 9 | -1 | -4 | 5 | -2 | -1 | 14 | -2
11. O=C(/C=C/[C@H]1O[C@@H](n2cnc3c(NC(=O)c4ccccc4)ncnc32)[C@H](O)[C@@H]1O)N[C@@H](CO)Cc1c[nH]c2ccccc12
 : -9 | 8 | 0 | -18 | -18 | -2 | 5 | -10 | -5 | 0 | x
12. CC(C)CCN(CC(=O)NC(C)(C)C)C(=O)C(=O)Nc1ccc2c(c1)OCCO2
 : -5 | 10 | -2 | 20 | -1 | -7 | 13 | 11 | 4 | 12 | 9
13. COCCNC(=O)C(c1ccc(Cl)cc1)N(Cc1ccco1)C(=O)CCC(=O)Nc1ccccn1 (stereo unspecified)
 : 10 | -1 | -19 | -6 | 0 | -17 | 3 | -12 | 7 | 1 | -11
14. O=c1cc(C(F)(F)F)nc(SC/C=C/c2ccccc2)[nH]1
 : -3 | -2 | -5 | 3 | 18 | 46 | 8 | 5 | x | 11 | -4
15. CCOC(=O)c1c(NC(=O)C2C3CCC(O3)C2C(=O)O)sc2c1CCC(CC)C2 (stereo unspecified)
 : 12 | 6 | -9 | -11 | -10 | 2 | 19 | -37 | 3 | 9 | 4
16. CCN(CC)c1ccc2c(C)c(CO)c(=O)oc2c1
 : -19 | -30 | 1 | -7 | -32 | 6 | 4 | 2 | -6 | 2 | -1
17. O=C(COC(=O)Cc1ccsc1)Nc1ccccc1
 : -17 | 18 | 0 | -22 | 2 | -2 | 6 | -7 | 1 | 26 | -33
18. Cc1cnc(C(=O)OCC(=O)Nc2ccc(C)c(S(=O)(=O)N(C)C)c2)cn1
 : -33 | -44 | 2 | 8 | 5 | -2 | 5 | -63 | -5 | 12 | -8
19. CCSc1nnc(NC(=O)C2CCCN(S(=O)(=O)c3cnc[nH]3)C2)s1 (stereo unspecified)
 : -2 | -7 | 14 | 23 | -18 | -6 | 13 | -19 | 0 | -6 | 6
20. CCCn1c(N2CCN(C(=O)Nc3ccc(Cl)cc3)CC2)nc2ccccc21
 : 3 | -9 | 3 | 0 | 1 | -3 | -4 | 10 | -10 | 16 | 3
21. COC(=O)CCCCC(=O)C1C(=O)CC(C)(C)C(C(=O)OC)C1=O (stereo unspecified)
 : -3 | -11 | -12 | 18 | 5 | 6 | 4 | -5 | 2 | 4 | 0
22. O=c1cc(CSc2ccc(Cl)cc2)nc2nc[nH]n12
 : 0 | -19 | 6 | -5 | 2 | 11 | -2 | 19 | -5 | -11 | 3
23. COCCOC(=O)/C(=C\c1cc(C(C)(C)C)c(O)c(C(C)(C)C)c1)C(C)=O
 : 50 | -8 | -6 | 9 | 14 | 4 | -1 | x | 14 | 7 | 1
24. CC1CCN(S(=O)(=O)c2ccc(C(=O)N3CCN(c4ccccc4F)CC3)cc2)CC1
 : -5 | -9 | -10 | -14 | 7 | -5 | -3 | 17 | 0 | 11 | 1
25. Cn1c(SC/C=C/c2ccccc2)nnc1-c1ccco1
 : 0 | -4 | 8 | 1 | -14 | 15 | 10 | -1 | 9 | 0 | -6
26. COc1ccc(CN2CCc3ccccc3C2)cc1Br
 : -19 | 6 | -1 | 14 | -3 | 7 | -3 | 16 | -6 | 9 | 3
27. O=C1C(Cl)=C(N2CCOCC2)C(=O)N1c1cccc(C(F)(F)F)c1
 : 21 | 1 | -3 | 16 | -12 | 9 | 2 | 5 | -7 | -34 | 2
28. C=CCn1c(SCC(=O)c2cc(C)n(C)c2C)nnc1-c1ccncc1
 : 9 | 14 | -8 | 9 | 17 | -13 | -22 | 1 | 19 | 1 | 0
29. Cc1c(C(=O)Nc2cccc(Oc3ccccc3)c2)sc(=O)n1Cc1ccc(F)cc1
 : 14 | -9 | -3 | -16 | -68 | 22 | 10 | 13 | 8 | -11 | x
30. O=C(O)c1ccccc1-c1ccccc1C(=O)NCCc1ccccc1
 : 10 | 10 | -5 | 5 | -1 | 10 | 1 | 0 | 6 | 16 | -1
31. CCOC(=O)[C@]12CCCC=C1N(Cc1ccc(Cl)cc1Cl)C(=O)[C@H](CC(=O)N1CCCCC1)C2
 : 8 | x | 12 | -21 | x | 10 | x | x | 7 | x | x
32. Cc1oc2c(CN3CCOCC3)c(O)ccc2c(=O)c1-c1ccccc1
 : -4 | -10 | -2 | 8 | 1 | 5 | -20 | -2 | -3 | 8 | -2
33. CCCCCc1nc2ccccc2c(=O)n1N
 : 45 | -10 | 12 | -8 | 11 | -13 | 1 | 8 | 2 | -1 | -14
34. CCC(=O)c1ccc(OCC(=O)OCC(=O)NCC2CCCO2)cc1 (stereo unspecified)
 : -14 | 2 | 13 | 37 | -29 | -2 | -10 | 3 | -10 | 27 | 4
35. Cc1ccnc(NC(=O)c2ccc3c(c2)S(=O)(=O)c2ccccc2C3=O)c1
 : -21 | -20 | 13 | -4 | -3 | -32 | -5 | -46 | -5 | -4 | 3
36. CCOC(=O)c1nn(-c2ccc(F)cc2)c(-c2ccccc2)c1C(=O)c1ccccc1
 : -6 | -7 | 18 | 0 | 21 | -31 | -8 | 35 | -4 | -1 | -11
37. CCC(CC)c1nnc(NC(=O)CSCc2c(C)noc2C)s1
 : -22 | -3 | -8 | 6 | 1 | -20 | -16 | 5 | 11 | 0 | 5
38. CC(C)(C)n1nnnc1C(c1ccc2ncccc2c1)N1CCC(O)CC1 (stereo unspecified)
 : -8 | 4 | -21 | -9 | -2 | 5 | -4 | -9 | -9 | 0 | 2
39. Cc1nonc1C1CCCN1C(=O)c1cc(COc2ccc(F)cc2Cl)on1 (stereo unspecified)
 : -24 | -16 | -14 | -14 | 1 | -33 | 2 | -30 | -5 | -5 | -4
40. CCCCCNC(=O)C1CC(=O)OC12CCCCC2 (stereo unspecified)
 : -5 | -27 | 1 | 15 | -17 | 14 | 6 | -10 | -17 | 0 | 1
41. O=C1C=C(N2CCN(C3=CC(=O)CCC3)CC2)CCC1
 : -7 | -19 | 20 | -1 | 7 | -14 | 9 | 6 | -6 | 13 | -11
42. CCN1C(=O)/C(=C2/Sc3ccccc3N2CCCS(=O)(=O)O)SC1=S
 : 7&4 | 0&-9 | -6&-10 | 7&-9 | -3&3 | 5&15 | -7&2 | -17&9 | -6&2 | -4&15 | -5&-3
43. CC(=O)C[C@H](O)CC(=O)[C@@H]1OC(=O)CCCCC/C=C/Cc2ccccc21
 : 21 | -4 | 1 | -3 | 25 | -13 | -10 | 17 | 13 | 3 | -5
44. CC(C)NC(=S)n1cc(C(=O)c2cc(Cl)cc(Cl)c2O)cn1
 : 39 | -9 | 32 | 18 | 15 | 29 | 3 | 7 | 2 | 1 | 2
45. Cc1nnc2sc(SCC(=O)N3CCCCC3)nn2c1=O
 : 4 | -5 | 8 | -7 | -3 | 24 | 3 | 3 | -8 | 1 | -1
46. N#CC1=C(N)Oc2n[nH]c(-c3cccs3)c2C1c1cccnc1 (stereo unspecified)
 : 3 | 3 | -15 | 13 | -4 | 0 | 4 | 9 | 6 | 3 | -1
47. COc1cccc(NC(=O)CCNS(=O)(=O)c2ccc3c(c2)oc(=O)n3C)c1
 : -12 | 5 | 1 | -7 | -6 | -4 | 3 | -5 | 7 | -2 | -5
48. O=C(NCc1ccccn1)c1cccc(S(=O)(=O)Nc2ccc(F)cc2)c1
 : 4 | 3 | 7 | -16 | 2 | -35 | -10 | 17 | 8 | 5 | 0
49. Cc1ccc(Cn2cc(CN3CC(N(C)C)CS3(=O)=O)nn2)cc1 (stereo unspecified)
 : 9 | x | -4 | -5 | x | 6 | x | x | -10 | x | x
50. COc1ccc(CCNC(=O)c2cc3c(C)nccc3[nH]c2=O)cc1OC
 : -6 | -14 | 25 | 8 | -13 | 2 | 1 | 18 | 1 | -17 | -8
51. CCC(CC)c1nc(C#N)c(NC(C)c2ccccc2)o1 (stereo unspecified)
 : 2 | 10 | 4 | 25 | -8 | -22 | 2 | -1 | 3 | 13 | 2
52. Cc1c(CC(=O)Nc2ccc(Cl)cc2)sc2ccc(Cl)cc12
 : -18 | 7 | 1 | 15 | -4 | 27 | 0 | 10 | 6 | 12 | 7
53. COc1ccc(CC(=O)Nc2cccc(SC)c2)cc1
 : -21 | -8 | 0 | 8 | 12 | -13 | 3 | 0 | 5 | 10 | 0
